HGIII-sPLA2 inh – human group III sPLA2 inhibitors, primary screen, biochemical, QFRET, BODIPY PC-A2 liposome substrate; Group 3 secretory phospholipase A2 (Homo sapiens), Q9NZ20; QFRET BODIPY PC-A2 liposome hydrolysis, fluorescence; inhibition, % at 12.2 µM; 0.56% of 370,000 active; AID 743126, 2013;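 active = inhibition above mean plus 3 SD of compounds lying within the high and low control bounds, cut at about 19% in these data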;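 note: 0% = median of test compound wells and 100% = no enzyme DMSO wells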
GAA850 FXN act – FXN promoter activators, primary screen, cell-based, luciferase luminescence, HEK293 lucGAA850; 0.56% of 360,000 active; AID 540364, 2011; activation, % at 6 µM; HEK293 lucGAA850 FXN promoter luciferase reporter, 24 h; percent of 10 µM SAHA response;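 active = activation above the average of all compounds screened plus 3 SD, cutoff fixed separately per campaign, cut at about 7.5% in these data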;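 note: 0% = DMSO wells and 100% = 10 µM SAHA wells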
ADAM10 inh – human ADAM10 inhibitors, primary screen, biochemical, QFRET, HTS; Disintegrin and metalloproteinase domain-containing protein 10 (Homo sapiens), O14672; recombinant ADAM10, EDANS/DABCYL FRET peptide cleavage, 3 h; inhibition, % at 7 µM; 0.62% of 370,000 active;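 active = inhibition above a per-campaign cutoff equal to the mean of compounds falling between control-based bounds plus 3 SD, cut at about 20% in these data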;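 note: 0% = DMSO wells while the 100% control is not disclosed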
rCAG binder – binders of r(CAG) RNA repeats, primary screen, biochemical, fluorescence. 1.3% of 370,000 active. r(CAG) RNA repeat, TO-PRO-1 dye displacement fluorescence. inhibition, % at 3 µM. AID 651821, 2012;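 active = inhibition above the plate cutoff, the mean of all test compounds on that plate plus 3 SD, cut at about 35% in these data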;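 note: 0% = DMSO alone and 100% = 100 µM mitoxantrone as full dye displacement; higher means more dye released from RNA so lower well fluorescence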
ARFGAP1 inh – inhibitors of rat ARFGAP1 GAP activity, primary screen, biochemical, fluorescence polarization, GDP tracer; ADP-ribosylation factor GTPase-activating protein 1 (Rattus norvegicus), Q62848; Arfgap1-stimulated ARF1 GTP hydrolysis, GDP FP detection; inhibition, % at 16.5 µM; 0.26% of 360,000 active; AID 651572, 2012;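 active = inhibition above a per-plate limit, mean inhibition of low control wells plus 3 SD, cut at about 25% in these data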;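 note: 0% = DMSO wells with enzyme and 100% = wells lacking Arfgap1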
Target sequence (Q62848 1-136 limits assumed): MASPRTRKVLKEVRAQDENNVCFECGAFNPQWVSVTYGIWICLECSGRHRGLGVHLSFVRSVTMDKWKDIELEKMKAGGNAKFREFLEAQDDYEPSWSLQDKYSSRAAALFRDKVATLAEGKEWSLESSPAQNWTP
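Assay system: Rat Arfgap1 GAP domain (His6, aa 1-136), purified enzyme | Buffer or medium: HEPES 25 mM pH 7.5, NaCl 150 mM, MgCl2, DTT | Schedule: GTP hydrolysis reaction 2 h at 25 °C | Signal: FP of antibody-bound GDP Alexa 633 tracer, ex 620/em 688 nm | Measure: Percent inhibition of Arfgap1-stimulated GTP hydrolysis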
GC-A act – GC-A stimulated cGMP production enhancers – HEK293 GC-A cells, cGMP TR-FRET, EC30 ANP, primary screen | Atrial natriuretic peptide receptor 1 (Homo sapiens), P16066 | 0% at EC30 ANP, 100% saturating ANP | activation, % at 10 µM | 0.14% of 370,000 active; in the data active = activation above about 40%
NPR2 activator – human GC-B receptor activators, primary screen, HEK293 GC-B cells, cGMP TR-FRET, EC30 CNP. 0% at EC30 CNP, 100% saturating CNP. Atrial natriuretic peptide receptor 2 (Homo sapiens), P20594. 0.11% of 370,000 active. activation, % at 10 µM;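 active = activation at 10 µM reaching about 35% in either raw or pattern-adjusted values, limit read from the data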
KLK7 zymogen act – proKLK7 zymogen activators, primary screen, biochemical, fluorescence intensity. Kallikrein-7 (Homo sapiens), P49862. purified proKLK7, EDANS-DABCYL substrate fluorescence; 100% is mature enzyme control, 0% vehicle. activation, % at 7 µM. 0.9% of 370,000 active;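 active = activation above the mean of all tested compounds plus 3 SD, computed per campaign excluding outliers beyond control limits, cut at about 13% in these data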
ASAP1 GAP inh – inhibitors of human ASAP1 ArfGAP activity, primary screen, biochemical, fluorescence polarization | Arf-GAP with SH3 domain, ANK repeat and PH domain-containing protein 1 (Homo sapiens), … | ASAP1-stimulated ARF1 GTP hydrolysis, GDP FP detection | inhibition, % at 16.5 µM | 0.19% of 360,000 active | AID 624377, 2012; in the data active = inhibition above about 25%;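 note: 0% = vehicle with enzyme and substrate and 100% = no enzyme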
Target sequence (Q9ULH1 325-724 limits assumed): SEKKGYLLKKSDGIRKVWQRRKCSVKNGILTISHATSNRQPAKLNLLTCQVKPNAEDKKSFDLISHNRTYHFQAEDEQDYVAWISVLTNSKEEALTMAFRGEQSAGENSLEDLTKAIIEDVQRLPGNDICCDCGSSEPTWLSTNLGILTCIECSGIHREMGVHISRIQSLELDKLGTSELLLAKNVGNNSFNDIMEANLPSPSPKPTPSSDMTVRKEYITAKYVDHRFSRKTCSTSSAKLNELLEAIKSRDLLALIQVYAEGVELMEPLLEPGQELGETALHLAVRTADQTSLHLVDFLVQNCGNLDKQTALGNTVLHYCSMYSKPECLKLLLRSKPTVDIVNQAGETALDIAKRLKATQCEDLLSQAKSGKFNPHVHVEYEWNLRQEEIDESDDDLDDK
Tn6 DDE FP – inhibitors of Tn6 peptide binding to fibrin DD(E), primary screen, biochemical, fluorescence polarization, human fibrin, Tn6 probe; Fibrin DD(E) TRITC-Tn6 fluorescence polarization displacement; inhibition, % at 8.3 µM; 0.21% of 370,000 active; AID 720509, 2013; Fibrinogen beta chain (Homo sapiens), P02675;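 active = inhibition above a per-campaign cutoff: mean of compounds within control limits plus 3 SD, cut at about 15% in these data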;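 note: 0% = median of all compound wells on the plate and 100% = blocking peptide control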
Target sequence (P02675 whole entry, looked up): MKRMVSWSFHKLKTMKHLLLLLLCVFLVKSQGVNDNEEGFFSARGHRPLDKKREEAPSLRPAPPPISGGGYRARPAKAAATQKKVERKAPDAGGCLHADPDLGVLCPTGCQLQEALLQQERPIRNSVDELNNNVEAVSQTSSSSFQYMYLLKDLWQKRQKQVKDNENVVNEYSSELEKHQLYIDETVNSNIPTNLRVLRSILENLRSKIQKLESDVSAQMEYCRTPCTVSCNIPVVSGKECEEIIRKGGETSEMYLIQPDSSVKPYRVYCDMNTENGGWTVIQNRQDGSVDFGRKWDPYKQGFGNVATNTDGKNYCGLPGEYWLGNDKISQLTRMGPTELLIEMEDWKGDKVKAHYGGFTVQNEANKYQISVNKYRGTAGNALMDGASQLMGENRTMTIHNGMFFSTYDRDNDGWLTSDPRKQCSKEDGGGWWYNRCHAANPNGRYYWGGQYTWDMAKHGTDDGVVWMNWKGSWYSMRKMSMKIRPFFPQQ
* hit, by the source's call; i = inactive; . = no result given.

SMILES	HGIII-sPLA2 inh	GAA850 FXN act	ADAM10 inh	rCAG binder	ARFGAP1 inh	GC-A act	NPR2 activator	KLK7 zymogen act	ASAP1 GAP inh	Tn6 DDE FP
COc1ccc2[nH]c(=O)c(CN(C(=O)c3ccncc3)C(C)C)cc2c1	2	2.8	-162	0	-2	2	2	0.4	13	-7
CN(C)CCCN(C(=O)c1ccc(S(=O)(=O)N2CCOCC2)cc1)c1nc2cc3c(cc2s1)OCO3	-14	-1.2	-10	-4	1	-2	-4	-0.5	4	-2
COc1ccccc1CN1CC(C(=O)N(C)CCc2nc3ccc(F)cc3[nH]2)CCC1=O (stereo not drawn)	3	1.1	-4	-3	-10	4	-1	-0.5	-3	3
Cc1ccc(Nc2ccc(S(=O)(=O)N3CCOCC3)cc2[N+](=O)[O-])c(C)c1	2	0.2	11	0	-2	-1	5	0.5	-1	1
CS(=O)(=O)Nc1ccc(C(=O)NCc2ccc3c(c2)OCO3)cc1	4	1.2	5	1	-4	0	-4	-0.3	4	0
CC(=O)Nc1cccc(OCc2c(F)cccc2Cl)c1	-4	1.1	2	4	9	2	0	-0.1	21	1
COC(=O)C1=C(C)N(Cc2ccccc2)C(=O)N[C@H]1c1ccccc1	-4	4.0	3	-4	-14	3	2	-0.7	-7	3
Cc1cc(C)n(/N=C/c2c[nH]c3ccccc23)c(=O)c1C#N	-7	-5.2	-5	6	-6	-4	-3	0.1	-11	6
COc1ccc(-c2nc(N)ncc2Oc2ccccc2Br)c(O)c1	-15	2.3	2	6	9	-7	-6	-6.9	21	-2
Cc1ccc(NS(=O)(=O)c2ccc(NC(=O)c3cccc(NC(=O)C(C)C)c3)cc2)cc1	-58	-1.0	24*	11	12	7	-5	0.2	11	10
CN(C)CCNC(=O)c1ccc2c(c1)NC(=O)c1ccccc1S2	-7	1.3	-5	3	-2	3	-5	0.3	-5	-3
O=C(c1ccc(F)cc1)C1CCN(C(=O)NCc2ccccc2)CC1	3	-4.1	6	-3	2	2	0	-0.1	-2	0
Cn1c(NC(=O)c2ccccc2)nc2ccccc21	9	4.8	-3	-4	-7	4	6	-1.0	19	5
COc1ccc(CNC(=O)COC(=O)CCc2c[nH]c3ccccc23)cc1	-9	0.0	-14	1	9	3	-2	-0.5	10	0
CC(OC(=O)C1CCN(c2ccc(C(F)(F)F)cn2)CC1)C(=O)c1ccccc1 (stereo not drawn)	-2	1.7	2	-8	-7	2	4	0.3	-18	-2
CC12CCC(C(=NO)C1=O)C2(C)C (stereo not drawn)	-6	1.1	6	1	-12	-1	-2	-0.4	-2	4
CC1CCCCC1NC(=O)Cn1cnc2c1c(=O)n(C)c(=O)n2C (stereo not drawn)	9	-1.1	-1	-2	1	-1	-5	-0.2	-11	1
CC1=C(C(=O)c2ccccc2)C(c2ccc(O)cc2)NC(=S)N1 (stereo not drawn)	9	-0.6	0	-1	2	7	11	0.0	-13	-2
O=c1[nH]c2ccccc2nc1C(Nc1ccccc1)c1ccccc1 (stereo not drawn)	0	-0.2	6	8	9	-2	0	-0.2	-12	3
CC[C@H](C)[C@@H](CN[C@H](C)CNC)NCCC(c1ccccc1)c1ccccc1	26*	-2.2	10	1	-2	-11	-18	-0.5	5	3
CCOC(=O)c1c(NC(C)=O)sc2c1CCN(Cc1ccccc1)C2	-3	0.3	-20	-3	21	-8	3	-0.7	-3	2
O=C1Nc2cc(S(=O)(=O)N3CCCC3)ccc2N2CCCC12 (stereo not drawn)	-12	0.4	-62	13	6	-1	-2	-1.6	11	-8
O=C(OCC(=O)N1CCCC1=O)c1cccc([N+](=O)[O-])c1	3	1.2	4	1	0	0	7	-0.7	-11	-4
CNc1cncc(-c2ccc(NS(C)(=O)=O)cc2)n1	1	-5.9	i	1	14	1	-3	128*	-2	-5
O=C(N/N=C/c1cccnc1)c1ccc(NC(=O)c2ccc(F)cc2)cc1	12	2.8	-8	3	10	5	6	0.3	0	2
COc1ccc(-c2nc(CS(=O)CC(=O)NCCc3ccc(OC)c(OC)c3)c(C)o2)cc1 (stereo not drawn)	1	0.8	1	-7	9	5	-6	-0.7	-2	12
COc1ccc([C@H]2CC(=O)C=C(c3cccc(C(C)C)c3)C2)cc1OC	2	1.8	8	-3	3	4	6	0.4	10	-10
CCOC(=O)C1CCCN(C(=O)c2cc(-c3ccc(C)cc3)nc3ccccc23)C1 (stereo not drawn)	-11	0.9	-84	-5	10	4	4	-1.4	-5	-4
c1csc(-c2nnc(SCc3nc4ccccc4[nH]3)o2)c1	-4	.	-41	0	.	6	3	1.1	.	0
COc1cccc(C(=O)CC(=O)C(=O)Nc2cc(OC)ccc2OC)c1	-1	0.7	13	13	3	-5	-1	-0.4	7	-3
O=[N+]([O-])c1ccc(S(=O)(=O)CC2CSc3nc4ccccc4n32)cc1 (stereo not drawn)	5	-3.7	6	4	0	-6	6	-0.2	-5	2
O=C(CCNC(=O)c1ccc([N+](=O)[O-])cc1)NCc1ccccc1	6	0.4	-4	0	-6	1	-1	-0.3	-13	-1
CCCC(=O)N(Cc1cc(=O)[nH]c2ccccc12)c1ccc(C)cc1	-1	0.1	-8	5	-1	-16	-9	0.8	-9	0
CC1CC(C)CN(CC(=O)NC(c2ccccc2)c2ccccc2)C1 (stereo not drawn)	0	-0.9	0	-12	-2	-12	-4	-0.7	-6	9
CCC(=O)N1COC[C@@H]1Cc1ccccc1	0	-0.5	-1	-1	5	-1	2	0.2	-11	-6
O=CN1Cc2[nH]c3ccccc3c2N(c2ccc(Cl)cc2)C1=O	-4	1.8	-11	4	4	-4	-4	0.7	-3	3
O=c1cc(CSc2ccccn2)[nH]c(=O)[nH]1	5	-1.1	3	2	5	-3	-5	-0.2	3	-6
COc1ccc(C(C(=O)NCc2ccc(F)cc2)N(Cc2cccnc2)C(=O)c2snc(C(N)=O)c2N)cc1 (stereo not drawn)	2	-0.4	-113	2	10	-4	1	1.1	-13	-4
COc1ccccc1NC(=S)NCC1CCCO1 (stereo not drawn)	16	1.9	-7	-5	14	4	-9	-0.3	8	-4
COc1ccc(C(NC(=O)C2CCN(CCc3ccccc3)CC2)c2ccccn2)cc1 (stereo not drawn)	-9	-0.5	-4	-1	15	-4	0	0.3	3	-4
CCOc1ccc(NC2OCC(O)C(O)C2O)c([N+](=O)[O-])c1 (stereo not drawn)	6	2.0	-13	0	-5	1	-1	-0.3	-2	-4
N#C/C(=C/c1ccc(OCc2ccc(C(=O)O)cc2)c(Br)c1)c1cccc(F)c1	-3	-0.6	0	17	-5	-3	-6	0.0	12	11
N#Cc1ccc(S(=O)(=O)N2CCN(CC(=O)NCC3(N4CCOCC4)CCCCC3)CC2)cc1	-2	-1.3	-10	1	-13	2	3	0.5	-11	3
CCOC(=O)c1[nH]c(COC(=O)CCOc2ccccc2OC)c(C(=O)OCC)c1C	-7	-0.8	2	-2	9	0	-5	0.1	-8	1
Cc1ccc(C(=O)N2CCc3ccccc32)o1	15	3.3	4	-4	8	1	0	-0.3	1	-11
Cc1nc(NC(=O)COC(=O)CCS(=O)(=O)c2ccccc2Cl)c(Cl)cc1Cl	3	-0.6	-33	-1	3	2	-4	0.1	-4	-1
CCn1c(SCC(=O)N(C(C)C)C(C)C)nnc1-c1cc2ccccc2cc1O	-38	-4.2	-28	1	-2	-6	-8	-1.8	-3	3
CCCN(CCO)Cc1cccc(Cl)c1	1	1.4	4	3	2	1	5	-0.2	-4	2
CCCCCCCCCCOC(=O)Cn1c(COc2cccc(C)c2)[n+](C)c2ccccc21	-169	1.4	-1	3	-6	-9	0	-0.1	-6	-5
CCOc1ccc(-c2cn(-c3ccc(OC)cc3)c(SC)n2)cc1	7	7.1	5	-1	-7	3	-1	0.0	-6	0
CCc1ccccc1NC(=O)CCS(=O)(=O)c1ccc2c(c1)CCCN2C(C)=O	8	-2.7	-1	2	7	5	0	-0.2	-13	-4
O=C(N/N=C/c1c[nH]c2ccccc12)c1cc(-c2ccc3ccccc3c2)n[nH]1	-2	0.4	5	32	16	4	-9	-2.2	6	-6
Cc1cc(C(=O)CSc2nnnn2C)c(C)n1-c1cccc(F)c1	-9	2.0	-5	-6	7	-3	2	0.2	-1	-1
O=C(NCc1ccc2c(c1)OCO2)c1ccc(CS(=O)Cc2ccc(Cl)cc2)o1 (stereo not drawn)	0	3.3	-4	-3	3	2	3	-0.1	-5	4
Cc1cccc(CSc2ccc3nnc(-c4ccccn4)n3n2)c1	5	1.5	-9	-4	-1	7	-3	0.0	-4	-2
O=C(CNC(=O)c1ccccc1)Nc1cccc(C(F)(F)F)c1	5	3.4	1	0	1	0	-4	0.0	-8	-2
CN(CC(=O)Nc1cc(S(=O)(=O)N2CCCC2)ccc1Cl)Cc1ccc2c(c1)OCO2	-2	1.1	-2	3	-8	8	15	-0.3	0	7
COc1ccc(CNC(=O)C[C@H]2C[C@H](C(=O)N3CCCCC3)[C@@]3(CCc4ccccc4)c4[nH]c5ccc(Cl)cc5c4CCN3C2=O)cc1OC	3	-1.5	-5	8	1	-2	-4	-0.2	13	-5
NC(=O)c1oc2ccccc2c1NC(=O)c1ccc([N+](=O)[O-])o1	9	1.4	13	0	11	-6	3	0.1	6	5
CN(C(=O)c1ccco1)c1nc(-c2ccccc2)cs1	0	2.9	7	3	6	0	-6	0.9	8	-10

Next compounds
SMILES	HGIII-sPLA2 inh	GAA850 FXN act	ADAM10 inh	rCAG binder	ARFGAP1 inh	GC-A act	NPR2 activator	KLK7 zymogen act	ASAP1 GAP inh	Tn6 DDE FP
COC(=O)c1ccc2nc(-c3cccc(Cl)c3)c(Cc3ccccc3)n2c1	-6	.	-28	10	0	16	33	-2.2	-11	-1
CC1(C)Cc2c(sc3[nH]c(=S)n(Cc4ccccc4)c(=O)c23)CO1	13	0.6	-2	8	-6	.	.	-0.5	1	-2
CC(=O)c1ccc(S(=O)(=O)N2CCCC2)cc1	3	5.2	-2	-1	8	7	2	-0.3	-8	-4
CC(C)c1ccc(NC(=O)C(=O)c2cn(CC(=O)N3CCCCC3)c3ccccc23)cc1	16	-1.3	1	3	9	0	4	-0.6	-3	3

Screening results: PubChem BioAssay, several laboratories

Rows are unselected, and some 4.5% of all compounds hit somewhere here.
